TDP1 cell noCPT – qHTS for Inhibitors of human tyrosyl-DNA phosphodiesterase 1 (TDP1): qHTS in cells in absence of CPT | DT40 Tdp1-/- hTDP1 cells, no CPT, ATP luminescence, 48 h | Potency, µM (titrated, usually from 46.2 µM), for inactives: at the highest dose activity change, negative = growth inhibition, usual class: inhibitors | actives 15% (n = 420,000); note: nearly all actives have a fitted effect of over 55% in size
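Chicken DT40 Tdp1-/- cells complemented with human TDP1, screened without camptothecin (DMSO vehicle only), 400 cells/well. Compounds pin-transferred, cells incubated at 37 °C for at least 48 hr. Growth read as ATP-dependent luminescence (CellTiter-Glo, 30 min at RT).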
TDP1 cell CPT – DT40-hTDP1 cell growth loss with CPT; chicken DT40 Tdp1-/-;hTDP1 cells + 20 nM CPT, ATP luminescence, 48 h; Potency, µM (titrated, usually from 46.2 µM), for the others: at the top dose activity change, negative = growth inhibition, actives largely listed as inhibitors; actives 12% (n = 420,000); note: nearly all actives have a fitted effect of over 55% in size
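Chicken DT40 Tdp1-/- cells stably complemented with human TDP1 were seeded at 400 cells/well in medium containing 20 nM camptothecin, exposed to pin-transferred compounds, and grown at 37 °C for at least 48 hr. Viability was read as ATP luminescence.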
TDP1 block – inhibitors of human tyrosyl-DNA phosphodiesterase TDP1 | Potency, µM (doses to about 130 µM), without a hit: at the top dose activity change, negative = inhibition, usual class: inhibitors | Q9NUW8 | actives 0.28% (n = 350,000) | recombinant TDP1, AlphaScreen DNA substrate cleavage; note: nearly all actives have a fitted effect of over 40% in size
Target sequence (Q9NUW8 whole entry, looked up): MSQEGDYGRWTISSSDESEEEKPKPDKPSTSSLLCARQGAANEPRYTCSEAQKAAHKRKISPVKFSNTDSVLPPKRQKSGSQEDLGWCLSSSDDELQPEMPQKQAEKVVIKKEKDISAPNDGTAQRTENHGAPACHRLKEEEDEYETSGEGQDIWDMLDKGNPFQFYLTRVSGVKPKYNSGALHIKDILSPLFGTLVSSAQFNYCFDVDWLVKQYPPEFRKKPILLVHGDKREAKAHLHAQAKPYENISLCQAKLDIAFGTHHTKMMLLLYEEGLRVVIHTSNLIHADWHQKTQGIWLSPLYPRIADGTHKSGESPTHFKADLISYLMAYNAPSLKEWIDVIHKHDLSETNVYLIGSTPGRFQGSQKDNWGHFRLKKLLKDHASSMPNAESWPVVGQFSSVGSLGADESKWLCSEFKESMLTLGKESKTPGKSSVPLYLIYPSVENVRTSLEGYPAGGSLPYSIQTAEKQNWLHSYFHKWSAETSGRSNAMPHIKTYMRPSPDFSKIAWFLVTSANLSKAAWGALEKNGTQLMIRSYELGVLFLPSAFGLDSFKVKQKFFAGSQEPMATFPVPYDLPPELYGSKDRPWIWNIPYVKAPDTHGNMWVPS
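Recombinant E. coli-expressed Tdp1 (1 nM) preincubated with compound 15 min at RT, then 5'-biotin/3'-phosphotyrosine-FITC DNA substrate (15 nM) added for 5 min. AlphaScreen beads (10 ug/ml) added, 10 min RT; tyrosine-FITC cleavage read as signal loss.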
Starred values were filed as active, the others as inactive; [ ] = remark or other dose. Calls come from the whole dose curve; as a rule, active = well fitted curve in the direction sought with a large enough effect; inconclusive = small, poorly fitted or top-dose-only effect, or another doubt; inactive = no such curve, though single readings can be large; an effect the other way counts as inactive or inconclusive. % is set by controls: 0 for no effect and ±100 for the full control effect; potency is the fitted concentration of half-maximal effect.

What do the screens show for `O=C(Nc1nc(-c2ccc(S(=O)(=O)N3CCCCCC3)cc2)cs1)c1cccs1`?
TDP1 cell noCPT: 20.6µM*; TDP1 cell CPT: inconclusive; TDP1 block: 3.1%

What do the screens show for `O=C(Nn1cnnc1)c1ccc(Cl)c([N+](=O)[O-])c1`?
TDP1 cell noCPT: -14.0%; TDP1 cell CPT: 8.5%; TDP1 block: -2.4%

How did CCCCOC(=O)CCn1c(=S)oc2ccccc21 do in these assays?
TDP1 cell noCPT: -0.6%; TDP1 cell CPT: -20.6%; TDP1 block: 1.1%

What do the screens show for `COc1ccc(S(=O)(=O)N(C)CC(=O)N2CCN(c3ccc(F)cc3)CC2)cc1OC`?
TDP1 cell noCPT: 22.4µM*; TDP1 cell CPT: inconclusive; TDP1 block: 5.7%

How did O=C(c1cc2cc(Cl)ccc2oc1=O)N1CCCCCCC1 do in these assays?
TDP1 cell noCPT: 0.4%; TDP1 cell CPT: 5.3%; TDP1 block: 5.3%

What do the screens show for `CCOC(=O)c1ccc2nc(C)c3c(c2c1)OC(C)C3` (stereo not given)?
TDP1 cell noCPT: -13.2%; TDP1 cell CPT: -7.5%; TDP1 block: 1.1%

How did CC1CCCCN1CC(=O)Nc1ccc(Oc2ccccc2)cc1 (stereo not given) do in these assays?
TDP1 cell noCPT: inconclusive; TDP1 cell CPT: -25.0%; TDP1 block: 4.6%

How did Cc1oc(-c2cccc(F)c2)nc1CN1CCCN(C(=O)c2ccco2)CC1 do in these assays?
TDP1 cell noCPT: -28.9%; TDP1 cell CPT: -16.4%; TDP1 block: 5.5%

How did Cc1cc(C)c(-n2c(SCc3nc4ccccc4s3)n[nH]c2=O)c(C)c1 do in these assays?
TDP1 cell noCPT: 29.1µM*; TDP1 cell CPT: inconclusive; TDP1 block: -1.3%

How did CC1CCN(S(=O)(=O)c2ccc(NC(=O)CN3C(=O)NC(C)(c4ccccc4)C3=O)cc2)CC1 (stereo not given) do in these assays?
TDP1 cell noCPT: inconclusive; TDP1 cell CPT: inconclusive; TDP1 block: -1.5%

How did O=C(c1ccco1)N1CCN(Cc2ccccc2F)CC1 do in these assays?
TDP1 cell noCPT: 10.0%; TDP1 cell CPT: 24.7%

How did Cc1cc(SCC(=O)Nc2nsc(-c3ccc(C(C)(C)C)cc3)n2)nc2ccccc12 do in these assays?
TDP1 cell noCPT: -99.4%; TDP1 cell CPT: inconclusive; TDP1 block: -2.1%

What do the screens show for `CC(C)(C)c1ccc(C(=O)O/N=C(\N)Cc2cccs2)cc1`?
TDP1 cell noCPT: inconclusive; TDP1 cell CPT: inconclusive

What do the screens show for `O=C(COC(=O)c1ccc2c(=O)n3c(nc2c1)CCC3)Nc1ccc(OC(F)F)cc1`?
TDP1 cell noCPT: 0.0%; TDP1 cell CPT: 5.1%; TDP1 block: -6.1%

How did Cc1ccc(-c2noc(CN(C(=O)C(c3ccccc3)c3ccccc3)C(C)C)n2)cc1 do in these assays?
TDP1 cell noCPT: 14.6µM*; TDP1 cell CPT: 18.4µM*; TDP1 block: 1.0%

The closing two compounds of the part above lead into the next:
What do the screens show for `O=C(COC(=O)c1ccc2c(=O)n3c(nc2c1)CCC3)Nc1ccc(OC(F)F)cc1`?
TDP1 cell noCPT: 0.0%; TDP1 cell CPT: 5.1%; TDP1 block: -6.1%

How did Cc1ccc(-c2noc(CN(C(=O)C(c3ccccc3)c3ccccc3)C(C)C)n2)cc1 do in these assays?
TDP1 cell noCPT: 14.6µM*; TDP1 cell CPT: 18.4µM*; TDP1 block: 1.0%

What do the screens show for `Fc1cccc(NC(=S)N2CCCC2)c1`?
TDP1 cell noCPT: -7.0%; TDP1 cell CPT: 27.3%; TDP1 block: 0.0%

What do the screens show for `COc1ccc(Cc2nnc(N/N=C/c3ccc(N(C)C)cc3)[nH]c2=O)cc1OC`?
TDP1 cell noCPT: -5.2%; TDP1 cell CPT: -21.7%; TDP1 block: 0.0%

What do the screens show for `COc1ccc(/C=N/NC(=O)Cn2c(Cc3ccc(OC)c(OC)c3)nc3ccccc32)cc1OC`?
TDP1 cell noCPT: inconclusive; TDP1 cell CPT: -27.8%; TDP1 block: 8.1%

Results for CC(C)C(C(=O)Nc1ccc(S(=O)(=O)N2CCOCC2)cc1)N1C(=O)c2ccccc2C1=O (stereo not given) ?
TDP1 cell noCPT: -11.8%; TDP1 cell CPT: -2.9%; TDP1 block: 8.8%

What do the screens show for `COc1ccc(-c2n[nH]c(=S)n2-c2ccc3c(c2)OCCO3)cc1OC`?
TDP1 cell noCPT: 2.1%; TDP1 cell CPT: -17.9%; TDP1 block: 7.7%

How did CCCCCC(=O)N1CCCC(c2nc(-c3ccc(OC)cc3)no2)C1 (stereo not given) do in these assays?
TDP1 cell noCPT: 23.1µM*; TDP1 cell CPT: inconclusive; TDP1 block: -5.9%

Results for O=C(OCC(=O)c1ccc[nH]1)c1ccc(S(=O)(=O)N2CCCCCC2)cc1 ?
TDP1 cell noCPT: -4.2%; TDP1 cell CPT: 8.6%; TDP1 block: 3.9%

How did Cc1cccc(CC(=O)Nc2cccnc2)c1 do in these assays?
TDP1 cell noCPT: inconclusive; TDP1 cell CPT: -0.9%

Results for CC(C)C[C@@H](CN1CCC[C@H]1CN1C(=O)C(=O)NC[C@@H]1Cc1ccccc1)N1C[C@H](Cc2ccccc2)N(CC2CCCCCC2)C(=O)C1=O ?
TDP1 cell noCPT: inconclusive; TDP1 cell CPT: 18.4µM*

Results for COc1cc(OC)c2c(-c3ccccc3)cc(=O)oc2c1C(CC(=O)N1CCCC1)c1ccc2c(c1)OCO2 (stereo not given) ?
TDP1 cell noCPT: 20.6µM*; TDP1 cell CPT: inconclusive

Results for CCn1cc(CNC(=O)/C=C/c2ccc([N+](=O)[O-])cc2)cn1 ?
TDP1 cell noCPT: -23.1%; TDP1 cell CPT: -15.0%; TDP1 block: 0.6%

Results for CCc1ccc2c(-c3cccc(Cl)c3)nc(=O)n(CC)c2n1 ?
TDP1 cell noCPT: inconclusive; TDP1 cell CPT: 14.1%; TDP1 block: 10.7%[56.1 µM]

Results for COc1ccc(/C=C/C(=O)OCC(=O)NC(=O)NC(C)(C)C)cc1 ?
TDP1 cell noCPT: -25.4%; TDP1 cell CPT: -13.4%; TDP1 block: 0.6%

What do the screens show for `O=C(Nc1ccc(F)c(Cl)c1)c1cc(C2CCCCN2C(=O)c2ccc3c(c2)CCO3)on1` (stereo not given)?
TDP1 cell noCPT: 20.6µM*; TDP1 cell CPT: 16.4µM*

Results for CCN(CC)C(=O)[C@H]1C[C@H](CC(=O)NCCCn2ccnc2)C(=O)N2CCc3c([nH]c4cc(CCC(=O)N(C)C)ccc34)[C@]12C ?
TDP1 cell noCPT: -10.3%; TDP1 cell CPT: -13.1%; TDP1 block: -0.2%[56.1 µM]

Of the compounds above, 2 contain a nitro group on carbon:
What do the screens show for `O=C(Nn1cnnc1)c1ccc(Cl)c([N+](=O)[O-])c1`?
TDP1 cell noCPT: -14.0%; TDP1 cell CPT: 8.5%; TDP1 block: -2.4%

Results for CCn1cc(CNC(=O)/C=C/c2ccc([N+](=O)[O-])cc2)cn1 ?
TDP1 cell noCPT: -23.1%; TDP1 cell CPT: -15.0%; TDP1 block: 0.6%

Next section
How did O=C(CC(=O)c1ccncc1)c1ccccc1 do in these assays?
TDP1 cell noCPT: inconclusive; TDP1 cell CPT: inconclusive

How did COc1ccc(C(=O)OC(C)C(=O)NC2CCCCC2C)cc1S(=O)(=O)N1CCOCC1 (stereo not given) do in these assays?
TDP1 cell noCPT: -1.5%; TDP1 cell CPT: -8.1%; TDP1 block: 0.2%

Results for Cc1ccc(/C=C/C(=O)NC2CCCCCCC2)o1 ?
TDP1 cell noCPT: 3.66µM*; TDP1 cell CPT: 2.59µM*; TDP1 block: 8.3%

How did Cc1ccc2nc(N(CCCN(C)C)C(=O)c3cc4ccccc4oc3=O)sc2c1 do in these assays?
TDP1 cell noCPT: inconclusive; TDP1 cell CPT: -20.6%; TDP1 block: 4.5%

Results for CCOc1ccc(Oc2ccc(-c3nnc(-c4ccccc4)o3)cc2[N+](=O)[O-])cc1 ?
TDP1 cell noCPT: -19.6%; TDP1 cell CPT: -15.7%; TDP1 block: 3.0%

What do the screens show for `Cc1c(Cl)cccc1Nc1nc(N)nc(CSc2ncccn2)n1`?
TDP1 cell noCPT: -1.2%; TDP1 cell CPT: -6.5%; TDP1 block: 0.0%

How did CCOc1cc(/C=C(\C#N)c2[nH]nc(N)c2C#N)ccc1O do in these assays?
TDP1 cell noCPT: 10.3µM*; TDP1 cell CPT: inconclusive; TDP1 block: 7.0%

How did Cc1ccc2nc(-c3ccc(N4CCOCC4)cc3)c(Nc3ccccc3C)n2c1 do in these assays?
TDP1 cell noCPT: 18.4µM*; TDP1 cell CPT: 16.4µM*; TDP1 block: 10.0%

How did O=C(COC(=O)/C(=C/c1cccs1)c1cccs1)NC(c1ccccc1)c1ccccc1 do in these assays?
TDP1 cell noCPT: 16.4µM*; TDP1 cell CPT: 16.4µM*; TDP1 block: 3.4%

Results for CN(C)c1nc(N)nc(Cn2ccnc2)n1 ?
TDP1 cell noCPT: -2.4%; TDP1 cell CPT: 4.4%; TDP1 block: 6.5%

How did Cc1ccc(O)c(NC(=S)NC(=O)CC(C)C)c1 do in these assays?
TDP1 cell noCPT: inconclusive; TDP1 cell CPT: -7.2%; TDP1 block: 8.5%

Results for COc1ccccc1NC(=S)NC(=O)Cc1ccccc1 ?
TDP1 cell noCPT: -15.1%; TDP1 cell CPT: 14.8%

Results for O=[N+]([O-])c1ccc(N2CCN(c3cccc(Cl)c3)CC2)nc1 ?
TDP1 cell noCPT: 2.6%; TDP1 cell CPT: -24.4%

How did COc1ccc(C(=O)N[C@H](C(=O)OCC(=O)NC(=O)c2cccn2C)C(C)C)cc1 do in these assays?
TDP1 cell noCPT: -25.5%; TDP1 cell CPT: -8.6%; TDP1 block: 8.1%

Results for COc1cc(C2NC(=O)NC(C)=C2C(=O)OC2CCCCC2)cc(Cl)c1O (stereo not given) ?
TDP1 cell noCPT: -13.7%; TDP1 cell CPT: -22.7%; TDP1 block: 4.8%

Filtered by structure: those above with a tert-butyl group.
How did Cc1cc(SCC(=O)Nc2nsc(-c3ccc(C(C)(C)C)cc3)n2)nc2ccccc12 do in these assays?
TDP1 cell noCPT: -99.4%; TDP1 cell CPT: inconclusive; TDP1 block: -2.1%

What do the screens show for `CC(C)(C)c1ccc(C(=O)O/N=C(\N)Cc2cccs2)cc1`?
TDP1 cell noCPT: inconclusive; TDP1 cell CPT: inconclusive

Results for COc1ccc(/C=C/C(=O)OCC(=O)NC(=O)NC(C)(C)C)cc1 ?
TDP1 cell noCPT: -25.4%; TDP1 cell CPT: -13.4%; TDP1 block: 0.6%

New compounds follow.
What do the screens show for `COC(=O)C1=C(Cn2cnc3ccccc32)NC(=O)NC1c1cc(C)ccc1C` (stereo not given)?
TDP1 cell noCPT: inconclusive; TDP1 cell CPT: inconclusive; TDP1 block: 2.2%

What do the screens show for `Cc1ncc([N+](=O)[O-])n1Cc1ccc(F)cc1`?
TDP1 cell noCPT: inconclusive; TDP1 cell CPT: 3.5%; TDP1 block: -5.1%

How did COc1cc(NS(=O)(=O)c2ccc(NC(=S)NC(=O)c3sc4ccccc4c3Cl)cc2)nc(OC)n1 do in these assays?
TDP1 cell noCPT: -17.7%; TDP1 cell CPT: 7.4%; TDP1 block: 0.6%

Results for CC1CN(C(=O)CSc2nc(N)c(NC(=O)c3ccc(C(F)(F)F)cc3)c(=O)[nH]2)CC(C)O1 (stereo not given) ?
TDP1 cell noCPT: 0.4%; TDP1 cell CPT: -6.7%

How did FC(F)Oc1ccccc1/C=N/n1cnc2ccccc21 do in these assays?
TDP1 cell noCPT: 18.4µM*; TDP1 cell CPT: inconclusive; TDP1 block: -2.7%

Results for Cc1cccc(N2CCN(C(=O)c3cc4c(=O)n(C)c5ccccc5c4s3)CC2)c1C ?
TDP1 cell noCPT: 5.8µM*; TDP1 cell CPT: inconclusive; TDP1 block: 2.3%

How did COc1ccc(NC(=O)CN2C(=O)NC3(CCCC3)C2=O)cc1Cl do in these assays?
TDP1 cell noCPT: -11.3%; TDP1 cell CPT: -19.4%

How did CCOC(=O)CSc1nnc(CNC(=O)c2ccccc2OC)n1-c1ccc(OC)cc1 do in these assays?
TDP1 cell noCPT: 0.4%; TDP1 cell CPT: 4.7%; TDP1 block: 4.0%

Bioassay records from PubChem.
